Compound activity: PubChem BioAssay, The Scripps Research Institute Molecular Screening Center
TbREL1 primary: TbREL1 RNA ligase inhibitors, primary screen, biochemical, FRET fluorescence. RNA-editing ligase 1, mitochondrial (Trypanosoma brucei brucei), P86926. TbREL1 RNA ligation. inhibition, % at 9.66 µM. 89,000 compounds, 0.49% hits;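 active = inhibition above the mean inhibition across all screened compounds plus 3 SD, cut at about 11% in these data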;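 note: 0% = plate median of test wells and 100% = NSC42067 control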
Target sequence (P86926 whole entry, looked up): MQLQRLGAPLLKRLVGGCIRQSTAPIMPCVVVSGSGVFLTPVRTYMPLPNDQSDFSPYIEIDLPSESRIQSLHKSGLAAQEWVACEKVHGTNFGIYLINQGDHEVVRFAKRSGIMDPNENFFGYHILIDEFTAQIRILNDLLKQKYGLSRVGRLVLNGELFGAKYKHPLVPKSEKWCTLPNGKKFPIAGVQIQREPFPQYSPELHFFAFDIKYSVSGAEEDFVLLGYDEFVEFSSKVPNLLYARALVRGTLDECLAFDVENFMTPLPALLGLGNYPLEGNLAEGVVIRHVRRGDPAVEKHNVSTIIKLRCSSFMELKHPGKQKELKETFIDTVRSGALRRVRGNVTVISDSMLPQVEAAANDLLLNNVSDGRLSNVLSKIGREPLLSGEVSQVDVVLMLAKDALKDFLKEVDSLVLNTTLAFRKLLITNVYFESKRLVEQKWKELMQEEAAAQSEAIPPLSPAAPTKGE
* = called active by the depositor.

SMILES	TbREL1 primary
COc1cc(C2C(C#N)=C(N)Oc3cc(O)ccc32)cc(OC)c1OC (configuration not stated)	1.0
CN1C2=N[C@@H](c3ccc(Br)cc3)CC(=O)N2/C(=C\c2ccccc2)[C@@H]1c1ccccc1	5.5
Cc1cc(=O)[nH]c(SCC(=O)Nc2ccc(N3CCCCC3)cc2)n1	-5.3
N#C/C(=N\Nc1ccccc1)C(=N)N1CCCCC1	0.2
Cc1ccc(-c2nnc(CN3CCN(C)CC3)o2)cc1	-1.9
O=C(CN1N=C(c2ccccc2)CCC1=O)NCc1cccs1	3.3
Cc1cc(C)nc(SCc2nnc(SCC(=O)Nc3nc(-c4ccccc4)cs3)n2C)n1	3.2
O=C(CSc1nnc(NC(=O)C2CC2)s1)Nc1ccccc1C(F)(F)F	-1.2
COc1ccc(CC(=O)NCc2ccc3c(c2)cc(C)n3C)cc1	4.0
CCC(=O)Nc1ccc(-c2nnc(SCc3ccc(C(=O)Nc4nccs4)cc3)n2CC)cc1	3.1
O=CN1CC(=O)N(c2ccccc2)c2c([nH]c3ccccc23)C1	-0.4
COC(=O)c1sccc1NC(=O)COc1ccc(C)cc1	1.9
CC1(C)CC(NC(=O)c2ccc(-c3ccc([N+](=O)[O-])cc3)o2)CC(C)(C)N1	11.8*
CCCn1c(CCNc2nc(-c3ccc(OC)cc3)cs2)nc2ccccc21	1.6
CCOc1cc(CNn2nnnc2N)ccc1OCC(=O)NC(C)(C)C	-1.2
CCc1c(C)sc(NC(=O)c2ccco2)c1C#N	-1.4
CCCCOP(=O)(c1ccc(N(C)C)cc1)C(O)c1ccccc1F (configuration not stated)	-3.1
O=C(c1cnn(C(=O)c2ccco2)c1)c1cc(Cl)cc(Cl)c1O	-1.1
CC(=O)Nc1ccc(S(=O)(=O)N2CCN(S(=O)(=O)N3CCC(C)CC3)CC2)cc1	-3.9
COC(=O)c1c(O)cc(C(C)(C)C)n(-c2ccc(F)cc2)c1=O	-4.0

Single values from the entries so far:
Entry of `COC(=O)c1c(O)cc(C(C)(C)C)n(-c2ccc(F)cc2)c1=O` in TbREL1 primary: -4.0
Entry of `O=C(CSc1nnc(NC(=O)C2CC2)s1)Nc1ccccc1C(F)(F)F` in TbREL1 primary: -1.2

(listing goes on)
SMILES	TbREL1 primary
O=C(COc1ccccc1)Nc1nc(-c2ccncc2)cs1	6.1
O=[N+]([O-])c1ccc(S(=O)(=O)Nc2ccncc2)cc1	4.9
Cc1cc(C)nc(Sc2nc(Cl)nc(N(c3ccccc3)c3ccccc3)n2)n1	1.7
CN(CC(=O)Nc1ccccc1C(=O)Nc1ccccc1)C1CCCCC1	0.5
O=C(Nc1sccc1C(=O)NCc1ccco1)c1cccnc1	1.5
CCOC(=O)N1CCC(NC(=O)c2cccn3c(=O)c4cc(Br)ccc4nc23)CC1	4.2
O=C1OC(N2CCN(Cc3ccccc3)CC2)c2ccccc21 (configuration not stated)	0.2
O=C1c2cnc3nc(SCc4ccccc4)nn3c2CC2c3ccccc3CCN12 (configuration not stated)	-1.8
CCOc1ccccc1OCCCC(=O)NC1=NCCS1	2.8
Cc1cc(C)cc(C(=O)NCC(=O)NCc2ccc(S(N)(=O)=O)cc2)c1	-1.0
O=C(NCC1COc2ccccc2O1)C1C2C=CC3(CN(Cc4ccccc4Cl)C(=O)C13)O2 (configuration not stated)	-4.0
Cc1cc(C)n(-c2nc3ccccc3nc2N2CCN(S(=O)(=O)c3cccc(C#N)c3)CC2)n1	-3.3
CSCCC(C(=O)OC1CCOC1=O)N1C(=O)c2ccccc2C1=O (configuration not stated)	0.3
CCCC(c1nnnn1CCOC)N1CCN(Cc2ccccc2)CC1 (configuration not stated)	1.8
O=C(Nc1ccc(OC(F)(F)F)cc1)Nc1c(-c2ccc(C(F)(F)F)cc2)nc2ncccn12	-1.1
CC(C)(C)OC(=O)N[C@@H](COCc1ccccc1)C(=O)N[C@@H](CO)[C@H](O)[C@@H]1C[C@@H]1C(=O)NC1CCCCC1	3.8
COCCn1c(SCC(=O)Nc2ccc(Cl)c(S(=O)(=O)N(C)C)c2)nc2ccccc21	-4.0
CN1OC[C@@H]2CN(S(=O)(=O)c3ccccc3)[C@H](c3ccccc3Br)C[C@@H]21	-1.4
CCC1Cc2[nH]c(=S)[nH]c(=O)c2C(c2ccc(F)cc2)O1 (configuration not stated)	-0.1
N#Cc1ccc(C(=O)OCc2cccc(S(=O)(=O)N3CCOCC3)c2)cc1	7.8
Cc1ccc2cc3cc(C(=O)N4CCN(C(=O)c5ccco5)CC4)sc3nc2c1	0.9
CC(=O)Nc1ccc(N2CCN(Cc3ccccc3F)CC2)cc1	-3.8
O=C(O)C(=Cc1cc2c(cc1[N+](=O)[O-])OCO2)c1cc2c(cc1Br)OCO2	-2.7
O=C(Cn1ncc2ccccc21)N1CCc2ccccc21	-3.1
Cc1cccc(C(=O)NC2CC(C)(C)NC(C)(C)C2)c1	-0.2
C/C(=N\NC(=S)Nc1cccc(C)c1)c1cc2ccccc2o1	-10.0
S=C(Nc1ccc(Cl)c(Cl)c1)N1CCN(c2ccccn2)CC1	-3.9
O=C(Nc1ccc(C(=O)O)cc1)/C(=C\c1ccc(F)cc1)NC(=O)c1ccco1	4.1
CCC(=O)c1ccc(OCC(=O)N(CC)CC2COc3ccccc3O2)cc1 (configuration not stated)	0.8
COc1ccccc1-c1csc(C(NC(C)=O)c2ccc(F)c(F)c2)n1 (configuration not stated)	-0.8
COC(=O)C1CN(CCO)CCS(=O)(=O)N1Cc1cn(Cc2cccc(Cl)c2)nn1 (configuration not stated)	8.6
CCCCCc1ccc(-c2ccc(/C=C/C(=O)O)cc2)nc1	-4.4
COc1ccc(NC(=O)N2CCCC2C(=O)NCc2ccc(F)cc2)cc1 (configuration not stated)	1.3
CCN(CC(=O)NCc1cccs1)C(=O)c1cccc(S(=O)(=O)N(CC)c2ccccc2)c1	-1.7
COc1cc2[nH]c(=S)n(Cc3ccc(C)o3)c(=O)c2cc1OC	-3.9
Cc1sc2ncn(/N=C/c3ccco3)c(=O)c2c1C	0.6
O=C1CCC/C1=C/Nc1ccc2c(c1)OCO2	-3.0
CSCCCNC(=S)N(C)CC(=O)Nc1ccc(C)cc1	-4.0
O=C(NS(=O)(=O)N1CCCC1)C1=C(N2CCCC2)COC1=O	6.8
CCOc1ccccc1CN1CCN(Cc2ccon2)CC1CCO (configuration not stated)	-0.7
Cc1cc(C)c(NC(=O)C2C3/C=C\CCCCC32)c(C)c1 (configuration not stated)	2.6
CCN(CCO)C(=S)Nc1cc(S(=O)(=O)N(C)C)ccc1C	-2.2
Cc1nc(-c2ccccc2)nc2[nH]c(=O)n(-c3ccccc3)c(=O)c12	0.1
Cc1nn(-c2ccc(Cl)cc2)c(Cl)c1/C=C(\C#N)C(N)=O	-1.0
CCOC(=O)NN1C(=O)c2ccccc2NC1c1ccccn1 (configuration not stated)	-1.8
COc1ccccc1NC(=O)Nc1ccc(S(=O)(=O)Nc2onc(C)c2C)cc1	-4.2
Cc1cc(NC(=O)CSc2ccc3nnc(-c4cccnc4)n3n2)no1	0.1
CC(OC(=O)CCC(=O)c1ccccc1)C(=O)Nc1ccc(F)cc1 (configuration not stated)	-1.7
O=C(Nc1ccccc1)Nc1nnc(-c2cccs2)s1	1.4
CCOC(=O)N1CCN(C(=O)c2ccc(C#CC3(O)CCCCC3)cc2)CC1	1.1
Cc1ccc(C2=Nc3ccccc3N(C(=O)c3ccccc3)C(C)C2)cc1 (configuration not stated)	5.3
O=P(OC1CCS(=O)(=O)C1)(c1ccccc1)c1ccccc1 (configuration not stated)	6.8
CCn1c(SCC(=O)c2ccc(Cl)cc2)nnc1-c1cccs1	-1.7
COc1ccc(C(C)=O)cc1COC(=O)CNC(=O)c1ccccc1F	3.1
COc1ccc(CN(CCN2CCOCC2)C(=O)c2ccc(C)cc2)cc1OC	-0.7
O=C(Nc1nccc(-c2cccs2)n1)c1cccs1	1.9
Clc1ccc(OCc2nnc(-c3ccccc3Br)o2)cc1	1.6
CCOc1ccc(NS(=O)(=O)c2ccc(NC(=S)NC(C)=O)cc2)cc1	-1.7
CC(C)C[C@@H](CN1CCCC1CN1C(=S)NC[C@@H]1Cc1ccc(O)cc1)N1C[C@H](Cc2ccc(O)cc2)N(CCc2ccccc2)C1=S (some centres not stated)	-10.2
Cc1ccc(S(=O)(=O)N(C(=O)c2ccncc2)c2ccc3oc4c(c3c2)CCCC4)cc1[N+](=O)[O-]	2.3
(continued)
SMILES	TbREL1 primary
O=C(Cn1nnc(-c2ccccc2F)n1)Nc1ccc(Cl)cc1	6.6
Cc1cc(Cn2nnc(-c3ccc(Br)cc3)n2)cc(C)c1O	-0.5
NS(=O)(=O)c1ccc(NC(=O)/C=C/c2cccs2)cc1	3.2
C[C@@H]1CN([C@@H](C)CO)C(=O)c2cccc(NC(=O)Nc3cccc4ccccc34)c2O[C@H]1CN(C)S(=O)(=O)c1ccccc1F	-4.9
Cc1ccc(SCC(=O)NC(=O)Nc2ccc3c(c2)OCCO3)c(C)c1	2.5
CCCc1nc2ccccc2c(=O)n1NC(=O)c1c(O)c2ccccc2[nH]c1=O	2.6
CC(=O)c1ccc(NC(=O)c2ccc(CNc3c(N4CCCC4)c(=O)c3=O)cc2)cc1	1.9
CC(C)NC(=O)CN(Cc1ccc(F)cc1)C(=O)CCC(=O)Nc1ccccn1	4.2
Cc1ccnc(NC(=O)c2ccc3c(c2)C(=O)N(CC(C)C)C3=O)c1	1.3
CCCCNC(=O)c1onc(CSc2ccc(F)c(F)c2)c1C(=O)NCCCC	-0.2
O=C(Nc1nnc(C2CC2)s1)c1cncc(Br)c1	7.6
Cc1ccc(S(=O)(=O)N2CCN(C(=O)COC(=O)c3ccc(Br)o3)CC2)c(C)c1	3.1
CN(CCc1ccccc1)C(C(=O)Nc1ccc2c(c1)OCCO2)C1CC1 (configuration not stated)	6.7
NC(=S)NN=C1CCC(C2CCCCC2)CC1 (configuration not stated)	-6.0
O=C1CCCN=C(Nc2ccc(F)c(Cl)c2)S1	-0.1
Cc1c(NC(=O)CSc2ccccc2F)c(=O)n(-c2ccccc2)n1C	1.1
O=C(NCc1cn2ccccc2n1)c1ccccc1	-2.2
CC(=O)Nc1ccc(-c2nn[nH]n2)cc1	7.3
Cc1ccn2c(=O)nc(SCC(=O)N3CCCCCC3)nc2c1	0.8
CC(C)NC(=S)Nc1cccc2cnccc12	-0.7
O=C(CCN1CCOCC1)NNC(=O)Nc1cccc([N+](=O)[O-])c1	5.3
COc1ccc(C(CNC(=O)C(C)Oc2ccc(Br)cc2)N2CCCCC2)cc1 (configuration not stated)	-1.8
Nc1nc(NCCCN2CCOCC2)nc(Nc2cccc(F)c2)c1[N+](=O)[O-]	1.6
CCCNC1CCS(=O)(=O)C1 (configuration not stated)	1.4
CSc1ccccc1NC(=O)Nc1cccc2ccccc12	-1.3
Cc1ccccc1NC(=O)Cc1nc(COC(=O)c2ncc(Cl)c(Cl)c2Cl)cs1	-1.8
COc1ccc(CNC(=O)CN(C)Cc2ccc(SC)cc2)cc1	-1.3
CCCOc1ccc(N)cc1N	12.0*
CCOC(=O)CNC(=O)CSc1nc(NCc2ccccc2)nc(N(C)C)n1	-1.1
CCc1nc2ccc(C(=O)NCc3ccccc3OC)cn2c1N(CC)Cc1cccc(Br)c1	3.7
Cc1cc(OCC(=O)N(Cc2ccco2)C2CCS(=O)(=O)C2)cc(C)c1Cl (configuration not stated)	-6.0
COc1ccc(C2Nc3ccc(Br)cc3C(c3ccccc3)N2CC(=O)O)cc1 (configuration not stated)	6.4
CCOC(=O)c1c(C)oc2c1c(C=NCc1ccccn1)c(O)c1ccccc12	5.0
COc1ccccc1NC(=O)C(C)OC(=O)CCNS(=O)(=O)c1cccc(C(F)(F)F)c1 (configuration not stated)	-2.4
CCCCn1c(SCC(=O)N2CCCC2)nc2c1c(=O)n(C)c(=O)n2C	-1.3
COc1ccc(C)cc1NC(=O)c1cc2c(CO)cnc(C)c2oc1=N	0.8
COC(=O)C1=C(C)N(CCCC(=O)O)C(=O)NC1c1ccc([N+](=O)[O-])cc1 (configuration not stated)	1.4
O=C(COC(=O)c1cnccn1)NC(=O)c1ccccc1	6.7
CCOC(=O)/C(=N\Nc1ccccc1Cl)N(C)C1CCS(=O)(=O)C1 (configuration not stated)	-0.7
Cc1cccc(NC(=O)CNC(=O)N2CC(=O)Nc3ccccc32)c1C	8.2

An excerpt of these results, as comma-separated lines.
compound,TbREL1 primary
Cc1cc(OCC(=O)N(Cc2ccco2)C2CCS(=O)(=O)C2)cc(C)c1Cl (configuration not stated),-6.0
CCOc1ccccc1OCCCC(=O)NC1=NCCS1,2.8
CC(C)C[C@@H](CN1CCCC1CN1C(=S)NC[C@@H]1Cc1ccc(O)cc1)N1C[C@H](Cc2ccc(O)cc2)N(CCc2ccccc2)C1=S (some centres not stated),-10.2
O=C1c2cnc3nc(SCc4ccccc4)nn3c2CC2c3ccccc3CCN12 (configuration not stated),-1.8
CCn1c(SCC(=O)c2ccc(Cl)cc2)nnc1-c1cccs1,-1.7
O=C(COC(=O)c1cnccn1)NC(=O)c1ccccc1,6.7

(listing goes on)
SMILES	TbREL1 primary
Oc1c(CN2CCOCC2)cc(COCc2ccccc2)c2cccnc12	-7.2
CC12CCC(=O)N1C(C(=O)NNC(=O)c1ccccc1Cl)CS2 (configuration not stated)	1.9
O=C(O)CCn1cc(-c2ccc(Cl)cc2)nc1-c1ccc(Cl)nc1	-1.4
O=C(NCCCn1ccnc1)c1cc2cc([N+](=O)[O-])ccc2oc1=O	2.5
O=C(NCCNC(=O)c1ccc(Cl)cc1Cl)c1cnccn1	4.7
CSc1ccc(C(O)c2ncc(-c3ccccc3F)[nH]2)cc1 (configuration not stated)	-1.0
COc1ccc2nc(SCC(=O)N3CCN(c4ccc(F)cc4)CC3)c(C#N)cc2c1	2.2
COC(=O)c1sc(S(=O)(=O)N2CCC(C)CC2)c(C(=O)OC)c1C	0.2

Gathered by group, the compounds so far containing a CF3 group.
SMILES	TbREL1 primary
O=C(CSc1nnc(NC(=O)C2CC2)s1)Nc1ccccc1C(F)(F)F	-1.2
O=C(Nc1ccc(OC(F)(F)F)cc1)Nc1c(-c2ccc(C(F)(F)F)cc2)nc2ncccn12	-1.1
COc1ccccc1NC(=O)C(C)OC(=O)CCNS(=O)(=O)c1cccc(C(F)(F)F)c1 (configuration not stated)	-2.4

Only part of the results is shown. The share of hits here may be higher or lower than overall.
